Cardiac RTF inh = cardiac RTF calcium desensitization; hit rate 0.12% among 340,000; IANBD-labeled cardiac RTF, Ca2+ fluorescence; inhibition, % at 7.15 µM; P19429+P45379;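 active means inhibition above the mean inhibition of all tested compounds plus 3 SD, cut at about 17% in these data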;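 further: assay run at fixed EC70 calcium of 1.6 mM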
V-ATPase pHluor = alters yeast V-ATPase proton transport | S. cerevisiae, pHLuorin cytosolic pH fluorescence | hit rate 0.37% among 350,000 | response, % at 10 µM; in the data active means response mostly above about 7.3%, no sharp cut-off; inactive means mostly below about 5.4%; further: actives read high; inactives centre near 0; some compounds called inactive have numbers as strong as hits; reference of the scale not given here
Keap1-Nrf2 PPI = disrupts human Keap1 binding to Nrf2 peptide. Keap1 Kelch-Nrf2 peptide fluorescence polarization, 1536-well. inhibition, % at 9.4 µM. hit rate 0.15% among 340,000; in the data active means inhibition above about 12%;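 further: human Keap1 Kelch domain with fluorescein labeled Nrf2 9mer peptide probe; 0% = neutral control wells and 100% = peptide positive control; higher means more block of Keap1 binding to Nrf2 peptide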
CAL PDZ FP-1 = CAL PDZ (human) peptide binding inhibition | Q9HD26 | purified CAL PDZ, TMR-peptide fluorescence polarization, 1 h | inhibition, % at 24.9 µM | hit rate 0.92% among 300,000 | AID 602252;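 active means mean inhibition of at least 30% with at least half of replicates also reaching 30%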;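 further: 0% = DMSO neutral control and 100% = excess unlabeled competitor peptide PRC23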
Pemphigus Ab inh = inhibitors of pemphigus antibody binding to human desmoglein-3 | DSG3-coupled beads, scFv-anti-DSG3-GFP binding, flow cytometry; active compounds read low | binding (percent of control), % at 10 µM | hit rate 0.48% among 310,000;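 active means binding more than 3 SD below its plate's average and above zero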;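 further: hits lower antibody fragment binding to DSG3; some compounds called inactive have numbers as strong as hits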
CAL PDZ FP-2 = human CAL PDZ-peptide interaction inhibition. inhibition, % at 20 µM. AID 504414. hit rate 0.02% among 330,000. purified CAL PDZ, TMR-peptide fluorescence polarization, 1 h;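 active means highest replicate inhibition of at least 40%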;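 further: plate controls were DMSO neutral control wells for no effect and unlabeled competitor peptide control wells for full effect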
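System: purified tagged CAL PDZ domain construct (CerCALP). Schedule: 1 h incubation at room temperature before polarization reading. Medium: 25 mM sodium phosphate pH 7.4, 150 mM NaCl, TCEP, IgG, Thesit. Read-out: percent inhibition from loss of millipolarization. Measured by: FP readout, S and P plane fluorescence. Probe or stimulus: fluorescent TMR peptide probe.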
DAGLB inh = diacylglycerol lipase beta (human) inhibition. AID 504411. inhibition, % at 5.17 µM. Q8NCG7. hit rate 0.059% among 340,000. HEK293T DAGLB membrane lysate, EnzChek fluorogenic substrate; in the data active means inhibition above about 34%;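 further: 0% = enzyme with vehicle and 100% = wells lacking enzyme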
NSD2 HMT inh = NSD2 (human) methyltransferase inhibition; O96028; NSD2 peptide methylation, AlphaScreen, 120 min; inhibition, % at 12.5 µM; hit rate 0.54% among 310,000; AID 743445; in the data active means inhibition above about 50%
Target sequence (O96028 whole entry, looked up): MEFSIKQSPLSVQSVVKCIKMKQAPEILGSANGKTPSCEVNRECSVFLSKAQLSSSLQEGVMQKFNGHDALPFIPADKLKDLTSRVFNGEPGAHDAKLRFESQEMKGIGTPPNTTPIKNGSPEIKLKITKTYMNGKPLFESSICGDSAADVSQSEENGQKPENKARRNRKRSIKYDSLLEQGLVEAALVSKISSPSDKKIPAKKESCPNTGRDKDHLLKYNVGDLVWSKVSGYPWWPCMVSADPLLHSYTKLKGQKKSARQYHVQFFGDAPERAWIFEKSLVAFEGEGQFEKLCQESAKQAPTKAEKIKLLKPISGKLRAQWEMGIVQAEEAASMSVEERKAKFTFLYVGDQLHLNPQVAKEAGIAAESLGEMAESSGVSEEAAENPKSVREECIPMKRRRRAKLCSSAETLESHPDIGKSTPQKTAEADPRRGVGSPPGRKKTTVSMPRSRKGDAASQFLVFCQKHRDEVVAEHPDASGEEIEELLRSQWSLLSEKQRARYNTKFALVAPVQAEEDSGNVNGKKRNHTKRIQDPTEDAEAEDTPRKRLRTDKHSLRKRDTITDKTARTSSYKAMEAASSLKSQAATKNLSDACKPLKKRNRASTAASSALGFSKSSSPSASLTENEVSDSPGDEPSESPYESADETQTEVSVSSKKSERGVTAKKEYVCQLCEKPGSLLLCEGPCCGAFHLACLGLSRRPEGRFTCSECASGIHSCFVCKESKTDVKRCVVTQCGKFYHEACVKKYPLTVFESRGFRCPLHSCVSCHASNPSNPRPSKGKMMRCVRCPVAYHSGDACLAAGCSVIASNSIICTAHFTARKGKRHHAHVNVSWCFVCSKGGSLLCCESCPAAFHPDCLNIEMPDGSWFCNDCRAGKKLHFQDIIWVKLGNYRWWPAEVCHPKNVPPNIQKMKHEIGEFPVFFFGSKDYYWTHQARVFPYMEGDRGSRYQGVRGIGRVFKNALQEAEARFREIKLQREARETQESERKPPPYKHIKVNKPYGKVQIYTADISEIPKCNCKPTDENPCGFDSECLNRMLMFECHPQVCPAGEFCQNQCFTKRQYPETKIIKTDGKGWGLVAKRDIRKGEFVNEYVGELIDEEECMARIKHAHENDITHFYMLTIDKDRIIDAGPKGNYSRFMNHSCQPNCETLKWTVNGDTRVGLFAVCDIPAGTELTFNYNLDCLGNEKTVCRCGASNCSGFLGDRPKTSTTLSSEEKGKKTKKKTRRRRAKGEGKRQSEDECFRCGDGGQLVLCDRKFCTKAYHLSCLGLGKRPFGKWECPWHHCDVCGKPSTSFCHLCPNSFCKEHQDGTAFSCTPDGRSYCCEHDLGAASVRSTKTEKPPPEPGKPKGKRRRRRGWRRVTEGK
Arr AP2 block = human beta-arrestin and AP2 interaction inhibition; FITC-arrestin peptide / GST-AP2 beads, flow cytometry; AP2 beta2 appendage carries R879A mutation; inhibition, % at 10 µM; hit rate 0.31% among 340,000; AID 504490;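 active means inhibition above a set limit, near 3 SD of compounds lacking own fluorescence, cut at about 54% in these data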;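 further: plate controls were DMSO wells for no effect and 5 µM unlabelled arrestin peptide for full effect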
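test system = AP2 appendage R879A on GSH beads | buffer or medium = PBS plus Tween 20 (0.05%) and BSA (0.1%) | incubation = 12 min plus 1 h, RT | detection = bead flow cytometry, FITC channel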
C-LANA FP = inhibitors of KSHV LANA C-terminal domain DNA binding; MBP-C-LANA/FAM-LBS DNA binding, fluorescence polarization; inhibition, % at 9 µM; hit rate 0.078% among 340,000; AID 504423;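 active means highest replicate inhibition at or above 60% at 9 µM, even if other replicates fall short; inactive means all replicates below 60% inhibition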;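 further: 0% = neutral control wells and 100% = 4 µM acridine orange control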
* marks the source's active call; other numbers are inactive results; · = no result given.

Order of values: Cardiac RTF inh, V-ATPase pHluor, Keap1-Nrf2 PPI, CAL PDZ FP-1, Pemphigus Ab inh, CAL PDZ FP-2, DAGLB inh, NSD2 HMT inh, Arr AP2 block, C-LANA FP
#1 CC(C)COc1ccc(C(=O)NC(Cc2c[nH]c3ccccc23)C(=O)NN)cc1 (configuration not stated)
  -2, 4, -5, -4, 107, -0.5, 2, -1, 2, -0.6
#2 O=C(c1ccc(-c2cccc(C(F)(F)F)c2)o1)N1CCCC(C(F)(F)F)C1 (configuration not stated)
  4, -7, 4, 0, 107, -0.9, -12, -5, -1, -2.3
#3 C=CCSc1nc2sc(C)c(C)c2c(=O)n1CC=C
  -5, 1, 1, -5, ·, -1.0, -8, ·, -3, 1.3
#4 Cc1nnc(SCC(=O)Nc2ccccc2N2CCOCC2)s1
  -3, -2, -1, -1, 96, -0.9, 1, 0, 3, 0.3
#5 O=C(CC1Sc2ccccc2NC1=O)NNc1cccc(Cl)c1Cl (configuration not stated)
  6, 2, -5, -3, ·, -0.7, -3, -1, 13, 0.6
#6 O=C(CSc1ccc2nnc(CCNC(=O)c3ccccc3)n2n1)NCc1ccc(F)cc1
  2, 5, -3, -2, 109, -1.0, 0, 0, -1, 1.6
#7 O=C(CN1CCN(c2ccccc2O)CC1)NC(=O)NC1CCCC1
  -3, -6, -4, 3, 112, 1.0, 0, -4, 3, 1.0
#8 COCCNC(=O)C(c1ccc(F)cc1)N(Cc1ccccc1)C(=O)CCC(=O)Nc1ccccn1 (configuration not stated)
  -5, -1, 3, -3, 112, 0.7, 0, -5, 26, -0.8
#9 COc1cccc(C(=O)Nc2c(C(N)=O)oc3ccccc23)c1
  6, 1, -1, ·, 97, -2.0, 0, ·, 2, 0.6
#10 CCC1(c2ccccc2)NC(=O)N(CC(=O)NCc2ccc(C)cc2)C1=O (configuration not stated)
  0, 4, -4, -1, 88, 0.5, 1, 2, 3, -0.8
#11 CC1CCC2(CC1)NC(=O)N(CC(=O)Nc1ccc(N3CCOCC3)cc1)C2=O (configuration not stated)
  0, -2, 5, -6, 98, -1.6, 3, -3, 3, -0.1
#12 CC(C)Oc1cccc(C(=O)C2CCCN(C(=O)c3cc(C(F)(F)F)[nH]n3)C2)c1 (configuration not stated)
  -16, 0, -2, -7, 110, -0.8, -4, 0, -15, -2.5
#13 O=C(Nc1ccccc1Cl)NC1CCCCCCC1
  2, 1, 0, 0, 109, -3.6, -9, -1, -11, 0.7
#14 CCOC(=O)c1sc2nccc(OC)c2c1N=CNOC
  -4, -1, 2, -4, 105, -2.1, -4, 1, 37, -1.6
#15 CC(Oc1ccc2c3c(c(=O)oc2c1)CCCC3)C(=O)NCC(O)c1ccccc1 (configuration not stated)
  -1, -2, -5, -4, 106, -0.5, 3, 2, -16, -0.1
#16 Clc1cccc(Cl)c1CON/C=N/c1ncnc2sccc12
  3, 0, 1, -3, 98, -1.5, -7, -2, 23, 1.1
#17 Cc1ccc(S(=O)(=O)N2CCCCC2)cc1NC(=O)Cn1cc(C(F)(F)F)ccc1=O
  9, -2, -2, -8, 107, -0.3, 0, 1, 11, -0.4
#18 COc1cccc(C2=NOC(C(=O)NCCN3CCOCC3)C2)c1 (configuration not stated)
  -5, 0, -6, ·, 102, -2.4, 1, 2, 3, 0.5
#19 COc1ccccc1C(=O)NCC(=O)OC(C)C(=O)N1CCOCC1 (configuration not stated)
  -10, 1, 0, -1, 97, -1.1, 1, -1, 14, -0.7
#20 COc1ccc(NC(=O)CSc2ccc3nnc(CCNC(=O)c4ccccc4)n3n2)cc1
  0, 3, 2, 9, 97, -1.1, -1, ·, 0, -0.6
#21 C=CCn1c(C)cc(C(=O)CSc2nnc(NC(C)C)s2)c1C
  -1, 3, -6, -2, 106, -0.1, 2, -1, 18, -1.1
#22 Cc1ccccc1Nc1nc(N)nc(COc2ccc(C#N)cc2)n1
  -23, 0, 1, -1, 97, 5.6, -2, -1, -4, -2.3
#23 CCOC(=O)C1/C(=N\O)CC(C)(O)C(C(=O)OCC)C1c1ccc(N(C)C)cc1 (configuration not stated)
  -9, 3, -4, 1, 100, 0.1, 0, 0, -3, 2.6
#24 Cn1cc(CNC(=O)c2sc3cccc(Cl)c3c2Cl)cn1
  -12, -1, 5, -9, 103, -3.0, -2, -6, -12, 2.3
#25 CCC(C)(C(=O)NC1CCCCC1)N(Cc1cccs1)C(=O)CC1NC(=O)NC1=O (configuration not stated)
  5, 1, -3, -2, 99, 0.1, -3, -3, 30, 0.0
#26 CC(=O)N1CCc2cc(S(=O)(=O)Nc3cccc(C(F)(F)F)c3)ccc21
  -2, 1, -3, 29, 103, ·, 0, 1, -2, -0.7
#27 Cc1ccccc1[C@@]1(C)ON(c2ccccc2C(F)(F)F)C1=O
  -12, 2, -8, -1, 100, -0.5, -5, ·, 1, 0.6
#28 Oc1cccc2c(-c3nn[nH]n3)ccnc12
  -9, 1, -4, 0, 104, -4.1, 1, ·, 4, 2.9
#29 Cc1cc(C)c2c(c1)C(=O)/C(=C/c1ccc(C(=O)O)cc1)CC2
  0, -2, -4, -10, 100, -2.4, 3, 0, 20, 2.0
#30 COc1ccc(C(C)C)cc1S(=O)(=O)N1CC(C)OC(C)C1 (configuration not stated)
  -1, -1, 0, -4, ·, -0.8, -4, -2, 2, -0.3

Remaining list, next part.
Order of values: Cardiac RTF inh, V-ATPase pHluor, Keap1-Nrf2 PPI, CAL PDZ FP-1, Pemphigus Ab inh, CAL PDZ FP-2, DAGLB inh, NSD2 HMT inh, Arr AP2 block, C-LANA FP
#31 O=C(Nc1ccc(Cl)cc1)C1C2CCCCC21 (configuration not stated)
  -8, -7, -1, 2, 111, -1.3, -3, -2, 16, 3.0
#32 O=C1C2CCCN2C(c2ccc(F)cc2)N1c1nccs1 (configuration not stated)
  -15, 0, -4, -2, ·, -0.1, 1, ·, -11, -1.8
#33 CC1(C)Cc2c(cnn2-c2cccc(F)c2)C(NC(=O)CCN2CCCC2=O)C1 (configuration not stated)
  -3, 0, 1, 2, 103, 2.3, 5, -2, 12, -0.2
#34 O=C(NNC(=O)c1ccccc1Cl)c1ccc2c(c1)OCCO2
  -10, 0, 2, -4, 98, 0.4, 3, 0, -14, -1.2
#35 COc1cccc(N(C(=O)Cn2nnc(-c3ccc(Cl)cc3)n2)C(C(=O)NCC2CCCO2)c2ccc(C)cc2)c1 (configuration not stated)
  -11, 2, -9, ·, 111, 0.8, 0, 4, -4, -0.4
#36 CC(CCN1C(Nc2ccccc2)=NC[C@@H]1C)c1ccccc1 (some centres not stated)
  2, 0, -6, -4, 104, 0.3, 3, ·, -7, -1.7
#37 COC(=O)c1cc2n(n1)CCCNC2=O
  -13, 0, -1, -4, 99, 3.6, 1, 0, 20, 0.3
#38 CC1CC(=O)N(C)c2ccc([N+](=O)[O-])cc2N1 (configuration not stated)
  -14, -2, 3, 13, 93, 0.0, -1, 25, 19, -0.2
#39 COc1cccc(C(O)c2cnc(C(C)C)n2C)c1OC (configuration not stated)
  -6, -3, -1, 0, 95, -0.3, 0, ·, 19, 0.2
#40 COc1ccc(C(=O)NCCSC2CCCCC2)cc1
  4, -2, -3, -2, 98, -0.1, -6, -1, 10, 0.2
#41 Cc1ccc(S(=O)(=O)N2CCN(C(=O)COC(=O)/C=C/c3ccccc3[N+](=O)[O-])CC2)c(C)c1
  -20, 6, 0, 0, 99, -1.3, 1, -1, -1, -1.0
#42 COc1ccccc1CNC(=O)C(=O)Nc1nccs1
  -1, -1, 1, -2, 93, -0.7, 1, -3, 17, -0.7
#43 COc1ccc(C(CNC(=O)c2cccc(S(=O)(=O)Nc3ccccc3OC)c2)N2CCCC2)cc1 (configuration not stated)
  -8, 2, ·, 2, 122, 0.1, 0, 2, 34, ·
#44 OCC1(O)OC[C@@H](O)[C@H]1O (some centres not stated)
  -12, -3, 0, -4, ·, 0.0, 0, ·, 2, 1.4
#45 CC(=O)N/C(=C\c1ccccc1)C(=O)OCC(=O)c1c(N)n(CC(C)C)c(=O)n(C)c1=O
  -14, 0, -5, -7, 86, -2.1, 3, -15, 1, 0.5
#46 COc1ccc(C(=O)NCC(=O)Nc2cccc(S(=O)(=O)N3CCCC3)c2)cc1
  -3, -3, 1, -3, 108, -1.3, -3, 0, -7, 0.2
#47 Cc1ccn2c(=O)nc(SCC(=O)N3CCCCC3)nc2c1
  -4, -3, -3, 0, 104, -3.2, 0, 0, -5, 1.4
#48 CN(C)C(=O)c1ccc(NC(=O)c2cncc(Br)c2)cc1
  2, 0, 4, ·, 105, -1.5, 0, -2, 2, 0.6
#49 CCOc1ccc(Nc2nc(Cc3nnc(SCC(=O)c4ccc(C)c(C)c4)o3)cs2)cc1
  0, 0, -2, -2, 96, -0.2, 0, 31, 12, -0.5
#50 CC(C)C[C@@H](CNCC(=O)[C@H](CC(C)C)NC(=O)c1[nH]cnc1C(=O)N[C@H](CN)CC(C)C)NC(=O)c1nc[nH]c1C(=O)N[C@@H](Cc1ccccc1)C(=O)O
  -2, 1, 2, 15, 94, 0.6, 1, ·, -4, 0.7

An excerpt of these results, in transposed form.
24) Cn1cc(CNC(=O)c2sc3cccc(Cl)c3c2Cl)cn1
25) CCC(C)(C(=O)NC1CCCCC1)N(Cc1cccs1)C(=O)CC1NC(=O)NC1=O (configuration not stated)
26) CC(=O)N1CCc2cc(S(=O)(=O)Nc3cccc(C(F)(F)F)c3)ccc21
27) Cc1ccccc1[C@@]1(C)ON(c2ccccc2C(F)(F)F)C1=O

Assay by compound	24	25	26	27
Cardiac RTF inh	-12	5	-2	-12
V-ATPase pHluor	-1	1	1	2
Keap1-Nrf2 PPI	5	-3	-3	-8
CAL PDZ FP-1	-9	-2	29	-1
Pemphigus Ab inh	103	99	103	100
CAL PDZ FP-2	-3.0	0.1	·	-0.5
DAGLB inh	-2	-3	0	-5
NSD2 HMT inh	-6	-3	1	·
Arr AP2 block	-12	30	-2	1
C-LANA FP	2.3	0.0	-0.7	0.6

Single records (already shown):
`COc1ccccc1C(=O)NCC(=O)OC(C)C(=O)N1CCOCC1` (configuration not stated) across the screens: Cardiac RTF inh: -10; V-ATPase pHluor: 1; Keap1-Nrf2 PPI: 0; CAL PDZ FP-1: -1; Pemphigus Ab inh: 97; CAL PDZ FP-2: -1.1; DAGLB inh: 1; NSD2 HMT inh: -1; Arr AP2 block: 14; C-LANA FP: -0.7
`O=C(NNC(=O)c1ccccc1Cl)c1ccc2c(c1)OCCO2` across the screens: Cardiac RTF inh: -10; V-ATPase pHluor: 0; Keap1-Nrf2 PPI: 2; CAL PDZ FP-1: -4; Pemphigus Ab inh: 98; CAL PDZ FP-2: 0.4; DAGLB inh: 3; NSD2 HMT inh: 0; Arr AP2 block: -14; C-LANA FP: -1.2
`O=C(CSc1ccc2nnc(CCNC(=O)c3ccccc3)n2n1)NCc1ccc(F)cc1` across the screens: Cardiac RTF inh: 2; V-ATPase pHluor: 5; Keap1-Nrf2 PPI: -3; CAL PDZ FP-1: -2; Pemphigus Ab inh: 109; CAL PDZ FP-2: -1.0; DAGLB inh: 0; NSD2 HMT inh: 0; Arr AP2 block: -1; C-LANA FP: 1.6

Some of the compounds tested. The share of hits here may be higher or lower than overall.
